p97 inhibitor – inhibitors of human p97 ATPase; P55072; recombinant p97 ATPase, Kinase-Glo ATP luminescence, 3 h; inhibition, % at 8 µM; 220,000 compounds, 0.42% hits; in the data active means inhibition above about 15%;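 further: 0% = DMSO vehicle and 100% = wells lacking enzyme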
Wee1 stabilizer – blocks degradation of human Wee1 kinase. AID 1321. 220,000 compounds, 1.2% hits. P30291. HeLa Luc-Wee1K328M stability, luciferase luminescence; 100% = proteasome inhibitor MG132 effect. reporter increase, % at 5 µM;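 active means activation above the mean of all tested compounds plus 3 SD, set per screening run, cut at about 8.8% in these data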;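 further: cells exposed to compound for 20 h before luminescence read; 0% = DMSO alone and 100% = MG132 at 30 µM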
Thrombin inh – blocks human thrombin protease activity; alpha-thrombin, Boc-VPR-AMC fluorogenic substrate cleavage; inhibition, % at 5 µM; AID 1046; P00734; 220,000 compounds, 0.26% hits;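 active means inhibition at or above 40%; inactive means inhibition below 40%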;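 further: 0% = enzyme with no compound and 100% = wells without enzyme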
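System: human alpha-thrombin protein; Compound dosing: one concentration per compound, 5 µM, with 0.2% DMSO; Timing: reaction at room temperature; Technique: AMC fluorescence, 355/460 nm; Controls: enzyme without compound as high, wells lacking enzyme as low.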
Furin inhibitor – human furin inhibition. purified furin, fluorogenic substrate cleavage. inhibition, % at 30 µM. 220,000 compounds, 0.061% hits. AID 463115; in the data active means inhibition above about 25%; further: inactives centre near -15
FXIIa inh 1536 – blocks human coagulation factor XIIa protease activity; purified FXIIa, Boc-QGR-AMC fluorogenic substrate, 2 h; inhibition, % at 5 µM; 220,000 compounds, 0.3% hits; AID 800; in the data active means inhibition above about 40%;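 further: 0% = enzyme with no compound and 100% = blank without enzyme; many of its hits are not listed in these tables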
FXIa inh – blocks human coagulation factor XIa protease activity. purified FXIa, Boc-Glu-Ala-Arg-AMC fluorogenic substrate. inhibition, % at 5 µM. 220,000 compounds, 0.14% hits;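 active means inhibition of at least 40%; inactive means inhibition below 40%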;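 further: fluorescence of freed AMC excited at 355 nm; 0% = enzyme without compound and 100% = no enzyme blank; many of its hits are not listed in these tables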
KCC2 mod – modulators of human KCC2 chloride dependent transport. Q9H2X9. KCC2 cells, thallium flux FluoZin-2 fluorescence. B-score of Tl+ flux slope (higher = more flux/activation; lower = inhibition) at 10 µM. AID 1456. 190,000 compounds, 2.2% hits;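 active means thallium flux slope and its plate-corrected score both differing from the plate sample mean at a set confidence after two filtering rounds, in either direction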;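 further: slope of fluorescence scaled to starting intensity during 10 to 20 s after thallium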
Target sequence (Q9H2X9 whole entry, looked up): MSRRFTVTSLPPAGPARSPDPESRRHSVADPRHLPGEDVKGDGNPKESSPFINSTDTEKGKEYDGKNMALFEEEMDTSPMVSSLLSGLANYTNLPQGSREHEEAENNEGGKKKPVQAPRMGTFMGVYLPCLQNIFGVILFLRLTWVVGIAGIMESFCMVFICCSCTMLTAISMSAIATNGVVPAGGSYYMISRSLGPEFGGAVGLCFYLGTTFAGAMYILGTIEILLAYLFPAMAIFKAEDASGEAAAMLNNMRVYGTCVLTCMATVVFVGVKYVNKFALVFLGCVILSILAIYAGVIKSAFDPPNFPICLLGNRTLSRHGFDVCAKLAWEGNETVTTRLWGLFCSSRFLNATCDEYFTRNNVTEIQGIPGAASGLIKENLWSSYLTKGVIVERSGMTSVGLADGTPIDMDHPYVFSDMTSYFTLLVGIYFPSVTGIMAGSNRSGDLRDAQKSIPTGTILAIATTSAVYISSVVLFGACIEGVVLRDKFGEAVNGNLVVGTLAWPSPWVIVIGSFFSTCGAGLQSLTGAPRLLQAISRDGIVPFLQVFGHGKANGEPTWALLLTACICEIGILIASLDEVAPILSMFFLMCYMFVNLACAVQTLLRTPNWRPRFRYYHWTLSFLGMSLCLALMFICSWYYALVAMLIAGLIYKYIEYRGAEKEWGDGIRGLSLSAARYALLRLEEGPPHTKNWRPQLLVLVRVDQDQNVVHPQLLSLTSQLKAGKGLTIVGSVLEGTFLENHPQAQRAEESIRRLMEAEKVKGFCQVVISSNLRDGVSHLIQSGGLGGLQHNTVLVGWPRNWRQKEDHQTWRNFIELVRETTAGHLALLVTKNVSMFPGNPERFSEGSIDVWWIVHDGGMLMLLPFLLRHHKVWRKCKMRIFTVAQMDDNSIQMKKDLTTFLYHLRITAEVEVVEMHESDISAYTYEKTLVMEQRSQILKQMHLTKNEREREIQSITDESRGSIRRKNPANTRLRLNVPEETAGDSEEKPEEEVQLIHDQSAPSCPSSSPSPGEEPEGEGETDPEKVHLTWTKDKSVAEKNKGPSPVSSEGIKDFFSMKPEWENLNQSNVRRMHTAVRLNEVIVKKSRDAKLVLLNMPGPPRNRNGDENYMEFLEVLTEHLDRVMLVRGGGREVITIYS
hK5 inh – inhibitors of human kallikrein 5; AID 873; 210,000 compounds, 0.59% hits; Q9Y337; recombinant hK5, fluorogenic AMC substrate cleavage; inhibition, % at 5 µM;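 active means inhibition of 40% or more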;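 further: 0% = enzyme controls without compound and 100% = no-enzyme blanks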
PERK inh – inhibitors of human PERK kinase | CHO PERK-DD fusion, SEAP luminescence translation reporter | inhibition, % at 5.6 µM | 220,000 compounds, 0.17% hits | AID 1416;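 active means inhibition above the mean inhibition of all tested compounds plus 3 SD, set separately per screening campaign, cut at about 2.9% in these data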;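 further: PERK kinase domain activated by AP20187 dimerizer at 100 nM; 0% = DMSO with dimerizer and 100% = rapamycin at 8.4 µM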
An asterisk follows results filed as active; . = not tested or not shown; [ ] = dose if it differs, or a comment.

SMILES	p97 inhibitor	Wee1 stabilizer	Thrombin inh	Furin inhibitor	FXIIa inh 1536	FXIa inh	KCC2 mod	hK5 inh	PERK inh
COC(=O)c1c(NC(=O)CCC(=O)O)sc(Cc2ccccc2)c1C	5	-4	-2	-18	4	0	-0.91	2	0.1
Cc1ccc(-c2nnn(CC(=O)N(CC(=O)NC3CCCCC3)c3ccc(F)c(Cl)c3)n2)o1	-7	-2	1	-12[20 µM]	15	5	0.92	-8	-0.9
CCOc1ccc(C(=S)N2CCN(C)CC2)cc1	3	0	2	-20	10	8	1	-4	1.3
N#Cc1cc(NC2CCCC2)c([N+](=O)[O-])cc1C#N	5	-3	-5	-11	4	6	0.18	-14	1.0
Cn1cnc([N+](=O)[O-])c1Sc1ncccc1N	1	0	5	-11[20 µM]	4	5	0.056	13	0.7
O=C(NC1CCCCC1)C(c1cccnc1)N(C(=O)c1csnn1)C1CCCC1 (stereo not drawn)	2	0	1	-13[20 µM]	16	6	0.17	-11	0.0
O=C(O)c1ccc2c(c1)C(=O)N(c1cccc(-c3nc4ccccc4s3)c1)C2=O	4	11*	-8	-28	11	-2	-1.3	3	0.6
Cc1ccc(OCc2nnc(SC3CCc4ccccc4C3=O)n2C)cc1 (stereo not drawn)	1	-2	-3	-21	8	4	-2.3	-6	-0.1
C=CCSc1ncnc2c1oc1nc3c(cc12)COC(C)(C)C3	2	2	-1	-20	11	2	0.47	0	0.2
O=C(N/N=C/c1cccc([N+](=O)[O-])c1)c1cnccn1	3	0	-1	-9	8	4	0.99	-24	1.3
COc1ccc(CCn2c(=O)[nH]c3cc(C(=O)N4CCN(c5ccccn5)CC4)ccc3c2=O)cc1OC	-2	1	-1	-17	5	-6	-0.64	-5	0.2
N#Cc1cccc(C#N)c1Oc1ccc(N)cc1	3	-2	-4	-19	4	0	0.36	0	0.7
COC(=O)c1ccccc1NC(=O)C1CCN(C(=O)c2ccc(OC)cc2)CC1	-1	0	4	0[20 µM]	24	7	-0.12	-2	-0.8
CCn1c(SCC(=O)C(C)(C)C)nnc1-c1cnccn1	3	0	3	-23[20 µM]	19	10	-0.6	-5	0.2
CCC1CCCCN1C(=O)CSc1nc(N)c(NC(=O)c2ccc(OC)c(OC)c2)c(=O)[nH]1 (stereo not drawn)	1	-1	0	-19	15	5	-0.095	-12	1.9
CS(=O)(=O)c1nc(-c2cccs2)cc(C(F)(F)F)n1	-1	0	3	-9[20 µM]	14	4	.	0	-1.2
O=C(N/C(=C\c1cn(-c2ccccc2)nc1-c1ccc(Cl)cc1)C(=O)N1CCOCC1)c1ccccc1	1	-3	-2	-19	7	9	0.017	-4	1.1
COCc1cc(C)n(CC(=O)NCc2ccccc2)c(=O)c1C#N	11	0	25	-18	33	27	0.13	32	0.0
Cc1nn2c(-c3ccncc3)nnc2c2ccccc12	6	-2	-9	-11[20 µM]	10	-2	-0.041	-19	1.1
Cc1ccc(-n2c(Cc3cccs3)nnc2SCC(=O)Nc2ccc(F)c(F)c2)cc1	-4	0	-11	-11[20 µM]	-1	-7	2.4	-14	-2.1
Cc1oc(-c2ccc(Cl)cc2)nc1CS(=O)CC(=O)NCCCN(C)C1CCCCC1 (stereo not drawn)	5	0	5	-4[20 µM]	1	2	0.3	0	-1.0
O=C(N/N=C\c1ccccc1OCc1ccccc1)c1ccco1	7	4	-2	-14	9	2	-1.5	-24	0.1
O=C(Cc1c(Cl)cccc1Cl)OCC(=O)N1CCN(C(=O)c2ccco2)CC1	0	0	-4	-20	9	1	0.35	14	0.1
CC(C)[C@H](NC(=O)OC(C)(C)C)c1nnc(SCc2cccc(F)c2)o1	-7	-1	-24	-11[20 µM]	5	-7	-1.1	-23	-0.7
O=c1c2cn[nH]c2[nH]c(=S)n1-c1cccc2ccccc12	5	2	0	-18	29	19	-0.49	-14	1.6

Profiles, looked up by structure:
COC(=O)c1c(NC(=O)CCC(=O)O)sc(Cc2ccccc2)c1C as listed: p97 inhibitor = 5; Wee1 stabilizer = -4; Thrombin inh = -2; Furin inhibitor = -18; FXIIa inh 1536 = 4; FXIa inh = 0; KCC2 mod = -0.91; hK5 inh = 2; PERK inh = 0.1
CC(C)[C@H](NC(=O)OC(C)(C)C)c1nnc(SCc2cccc(F)c2)o1 as listed: p97 inhibitor = -7; Wee1 stabilizer = -1; Thrombin inh = -24; Furin inhibitor = -11[20 µM]; FXIIa inh 1536 = 5; FXIa inh = -7; KCC2 mod = -1.1; hK5 inh = -23; PERK inh = -0.7

Some values from the entries so far:
For hK5 inh, Cc1oc(-c2ccc(Cl)cc2)nc1CS(=O)CC(=O)NCCCN(C)C1CCCCC1 (stereo not drawn) shows 0
For Wee1 stabilizer, CCC1CCCCN1C(=O)CSc1nc(N)c(NC(=O)c2ccc(OC)c(OC)c2)c(=O)[nH]1 (stereo not drawn) shows -1

Carrying on.
SMILES	p97 inhibitor	Wee1 stabilizer	Thrombin inh	Furin inhibitor	FXIIa inh 1536	FXIa inh	KCC2 mod	hK5 inh	PERK inh
O=C(CSc1nnnn1-c1ccc(F)cc1)Nc1nc2ccccc2s1	0	-2	2	1[20 µM]	7	0	-0.064	-5	0.2
CC(NC(=O)c1cc2ccccc2o1)C(=O)O (stereo not drawn)	-1	-3	1	-12	12	2	0.75	1	1.1
Cc1ccc(C)c(NC(=O)CSc2n[nH]c(-c3ccncc3)n2)c1	-4	1	5	-27[20 µM]	-1	-1	0.12	-5	0.0
COc1ccc2cc(C#N)c(Cl)nc2c1	5	0	3	-24	15	2	-0.21	.	1.3
CC(=O)/C(=N/Nc1ccc(C)cc1)Sc1nnc(CCc2ccccc2)n1-c1ccccc1	6	-2	0	-21	8	0	-1.9	-4	1.4
COC(=O)c1cn(C(=O)c2ccccc2Cl)c2ccccc12	2	2	-3	-14	0	-5	-0.43	-9	0.0
COc1ccc(N2CCN(C(=O)Nc3ccccc3C)CC2)cc1	-3	-1	-3	-9	0	-5	0.04	1	-0.2
Cc1nn(C)c(C(=O)N/N=C/c2cc3c(cc2Br)OCO3)c1Br	3	-2	0	-14	7	7	0.12	3	0.8
COc1cc(C)c(Cl)cc1S(=O)(=O)NC1CC(C)(C)NC(C)(C)C1	-1	-5	3	0	3	-7	0.49	1	-0.8
CCOC(=O)C1=C(N)OC2=C(C(=O)CC(C)(C)C2)C1c1cccnc1 (stereo not drawn)	-1	0	4	-26	20	4	-1.1	-8	-0.2
COCCOC(=O)C1=C(C)NC2=C(C(=O)CCC2)C1c1ccc(N(C)C)cc1 (stereo not drawn)	4	-2	.	-32	.	.	.	.	0.7
COCCN(C(=O)Cc1cccs1)C(C(=O)NCc1ccc(OC)cc1)c1ccc(OC)cc1 (stereo not drawn)	-4	-1	-4	-19[20 µM]	21	5	0.0068	-5	-0.9
Cc1ccc2c(c1)N(CCC(=O)NCc1ccccn1)C(=O)CO2	-10	6	2	-16	13	-1	.	-24	0.2
CCOC(=O)c1c(/N=C/C2C(=O)CCCC2=O)sc2c1CCCC2	2	-3	-1	2	5	-2	-1.2	-6	1.6
CC(C)C(=O)Nc1ccc2oc(-c3cc(F)c(F)cc3Cl)nc2c1	1	-1	-6	-36[20 µM]	4	1	0.25	6	1.0
COc1cc2ncnc(NCc3cccc(Cl)c3)c2cc1OC	-2	2	-4	-20	8	-2	-0.96	.	-0.3
Cc1ccccc1N/N=C/c1ccc(C#N)cc1	7	-2	-7	-22	9	1	-0.018	-16	1.7
OC[C@@H](O)C1OC2NC(=S)OC2C1O (stereo partly drawn)	-5	3	-7	-13	7	0	.	8	1.3
C1=C(CCNCC2CC2)CCCC1	2	-2	3	-9[20 µM]	8	5	0.97	-8	0.4
O=C(NCc1cccnc1)/C(=C/c1ccc(-c2cccc(Cl)c2)o1)S(=O)(=O)c1ccccc1	6	1	-6	-9[20 µM]	16	1	0.021	-2	-0.9
CCOC(=O)c1cnc(SCc2nc(N)nc(Nc3ccc(F)cc3)n2)nc1N	-2	0	-7	-6[20 µM]	-7	-11	2.1	-1	-1.4
c1ccc(Cn2cc(CN3CCCCO3)c(-c3ccc4c(c3)OCO4)n2)cc1	-2	2	-6	-27	4	-1	-1.1	3	0.7
O=C(O)c1cnc(-c2ccccc2)nc1Sc1ccc(Cl)cc1Cl	4	-1	-3	-9[20 µM]	4	-3	.	2	1.0
COc1ccc(-n2c(SCc3cccnc3)nc3c(c2=O)SCC3)cc1OC	2	1	-13	2	4	-3	-3.4	-3	-0.3
O=S(=O)(c1ccc(Cl)cc1)N1CCN(C(=S)Nc2ccccc2F)CC1	2	-2	-6	-18	10	1	2.3	1	0.3

The results go on:
SMILES	p97 inhibitor	Wee1 stabilizer	Thrombin inh	Furin inhibitor	FXIIa inh 1536	FXIa inh	KCC2 mod	hK5 inh	PERK inh
CC(C)c1nnc(NC(=O)CSc2nnc(NC(=O)c3c(F)cccc3F)s2)s1	-2	-2	6	-13	10	3	0.1	-3	0.6
C#CCOC(=O)CCC(=O)Nc1cc(OC)nc(OC)n1	-2	-4	1	-15	16	5	0.1	0	0.6
N=c1c2ccccc2nnn1-c1ccc(C(F)(F)F)cc1	0	0	2	-15	7	1	-0.083	-13	0.8
COc1ccccc1NS(=O)(=O)c1ccc(Cl)c(NC(=O)C(C)N2C(=O)c3ccccc3C2=O)c1 (stereo not drawn)	-4	0	-8	-2	8	2	-0.076	-13	-0.1
O=C(O)C/C=C(\NC(=O)OCc1ccccc1)C(=O)OCc1ccccc1	0	0	2	-8	-10	-2	-3.1	-20	1.7
CC1CCN(S(=O)(=O)c2cccc(C(=O)Nc3ccccc3)c2)CC1	10	1	-6	-28	3	0	0.34	-1	0.7
Cc1cccc(/C(N)=N/OC(=O)CCc2ccccc2)c1	-1	-1	-3	-24	-8	-10	.	2	0.6
C=CCn1c(C)cc(C(=O)COc2nncc3ccccc23)c1C	2	3	-4	-30	8	2	0.55	0	-0.3
CCOC(=O)C1=C(c2ccccc2)Nc2ncnn2C1c1cc(OC)ccc1OC (stereo not drawn)	3	0	-1	-23[20 µM]	-1	5	0.83	-1	-0.9
COc1ccc(OCCN2C(=O)NC3(CCc4ccccc4C3)C2=O)cc1 (stereo not drawn)	-4	0	-8	-14	12	6	0.35	-8	0.1
COc1cccc(-c2n[nH]c(=S)n2Cc2ccco2)c1OC	-8	-3	-12	-19[20 µM]	2	3	1.3	-3	0.2
Cc1cc(C(=O)NCc2ccccc2Br)no1	-6	5	-5	-8[20 µM]	-6	-5	-0.56	-20	-0.5
COc1ccc(-c2cc(=O)oc3cc4occ(C)c4cc23)cc1	1	-3	-7	-17[20 µM]	0	-6	0.017	1	0.6
COc1cccc(-n2ccnc2SCC(=O)Nc2cc(OC)ccc2OC)c1	-2	6	-1	-16	14	6	.	4	-1.8
COC(=O)CCCC(=O)N1CCCC(CNS(=O)(=O)c2ccc(OC)cc2)C1 (stereo not drawn)	-2	1	0	-6	11	7	-0.28	4	-1.1
CCN1CCN(Cc2cccc(Oc3ccccc3)c2)CC1	-10	2	-2	-8[20 µM]	-8	-12	-0.0067	-23	-0.5
O=[N+]([O-])c1cccnc1NCc1cccs1	1	2	11	3	14	8	-0.59	21	-0.1
CCSc1nc(O)cc(=O)n1CC	-6	1	40	-15	24	27	0.087	21	-0.2
O=Cc1[nH]c2ccccc2c1N(C(=O)CCl)c1ccc([N+](=O)[O-])cc1	13	-1	4	-6	12	0	-0.068	6	1.6
O=C1CC(NCCN2CCOCC2)C(=O)N1Cc1ccc(N2CCCC2=O)cc1 (stereo not drawn)	2	0	1	-18	10	-17	.	8	1.6
C=CCOc1c(CNc2ccc(C(=O)O)cc2)cccc1OCC	2	1	0	-3	-9	-2	1.2	-1	1.6
C/C(=C\c1ccccc1)CN1CCC(C(=O)N2CCCCC2)CC1	-2	1	-4	-19	-1	0	0.057	-4	-0.1
COc1cc(CCC(=O)OCC(=O)Nc2nc(C)c(Cl)cc2Cl)cc(OC)c1OC	0	-2	-5	-16[20 µM]	3	3	0.025	-33	0.4

Screening results deposited in PubChem BioAssay by several laboratories.
